Assay outcomes from PubChem BioAssay.
FBW7 act: activators of human E3 ligase FBW7 | AlphaScreen FBW7–phospho-cyclin E peptide binding, activator screen | normalized activity (activation), % at 26.1 µM | 0.13% of 650,000 active; in the data active means normalized activity above about 1.9%;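 further: purified mutant Fbw7 with reduced substrate affinity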
GPR151 ag: human GPR151 activation; AID 1508602; activation, % at 11.2 µM; 1% of 650,000 active; PathHunter beta-arrestin GPR151 cells, luminescence; Q8TDV0; in the data active means activation above about 4.9%;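 further: 0% = median of compound wells and 100% = cells with positive control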
Target sequence (Q8TDV0 whole entry, looked up): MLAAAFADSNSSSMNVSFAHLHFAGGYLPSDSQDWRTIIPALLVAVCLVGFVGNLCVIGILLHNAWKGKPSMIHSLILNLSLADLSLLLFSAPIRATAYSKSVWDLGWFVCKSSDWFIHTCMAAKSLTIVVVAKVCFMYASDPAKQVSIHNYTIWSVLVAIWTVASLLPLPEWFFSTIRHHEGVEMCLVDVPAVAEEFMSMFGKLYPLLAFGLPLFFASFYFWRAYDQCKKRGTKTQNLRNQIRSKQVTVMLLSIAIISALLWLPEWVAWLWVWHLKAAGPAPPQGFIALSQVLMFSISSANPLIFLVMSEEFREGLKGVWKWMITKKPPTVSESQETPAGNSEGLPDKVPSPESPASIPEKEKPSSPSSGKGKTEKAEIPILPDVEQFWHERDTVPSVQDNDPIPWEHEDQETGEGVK
MITF inh: human MITF inhibition, primary screen. O75030. AlphaScreen MITF homodimerization, bead proximity signal. inhibition, % at 2.6 µM. 0.91% of 650,000 active. AID 1259374; in the data active means inhibition above about 50%;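 further: 0% = vehicle wells with protein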
Target sequence (O75030 whole entry, looked up): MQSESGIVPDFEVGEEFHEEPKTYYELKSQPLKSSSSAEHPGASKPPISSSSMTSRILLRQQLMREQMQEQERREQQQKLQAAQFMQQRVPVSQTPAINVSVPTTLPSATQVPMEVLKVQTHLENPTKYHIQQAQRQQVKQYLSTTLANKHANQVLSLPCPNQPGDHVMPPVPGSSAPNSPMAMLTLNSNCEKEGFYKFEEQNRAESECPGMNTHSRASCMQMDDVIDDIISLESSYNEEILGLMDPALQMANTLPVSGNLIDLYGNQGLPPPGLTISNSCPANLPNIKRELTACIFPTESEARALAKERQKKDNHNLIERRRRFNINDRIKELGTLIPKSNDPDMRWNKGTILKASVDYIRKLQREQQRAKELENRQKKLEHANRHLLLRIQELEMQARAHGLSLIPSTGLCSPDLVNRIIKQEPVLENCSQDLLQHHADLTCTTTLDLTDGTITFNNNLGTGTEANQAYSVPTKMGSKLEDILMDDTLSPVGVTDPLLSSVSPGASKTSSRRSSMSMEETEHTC
TEAD-YAP inh: TEAD-YAP interaction inhibition; HEK-TIYL cells, TEAD-Gal4/YAP UAS-luciferase luminescence; inhibition, % at 9.12 µM; 1.4% of 640,000 active; in the data active means inhibition above about 32%;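 further: 0% = median of test compound wells and 100% = reference inhibitor wells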
Numbers without * were called inactive; / = not tested or not shown. Compounds were not picked by outcome; 3.5% or so of the library scored in one or more.

SMILES | FBW7 act | GPR151 ag | MITF inh | TEAD-YAP inh
Cn1ccc2cc(-c3cc(C(=O)NC4CC4)ccn3)ccc21 | 0.0 | 22* | 12 | 10
Cc1cc(=O)n2ccc(CN(C)C)c(O)c2n1 | -0.1 | 1.7 | 42 | 9
C=CCNC(=O)c1ccc(OCC)c(OCC)c1 | -0.2 | -0.2 | 4 | 2
COc1ccc(C(=O)N2CCN(S(=O)(=O)c3ccc(C)cc3)CC2)cc1 | 0.4 | -0.8 | 12 | 8
COc1ccc(NC(=O)NC(C)c2ccc(OC)c(OC)c2)cc1OC (stereo not drawn) | -0.1 | 0.5 | 10 | 3
Cc1cc(OCC(=O)N2CC(C)OC(C)C2)cc(C)c1Cl (stereo not drawn) | 0.0 | 0.4 | 22 | -6
Cc1ncc([N+](=O)[O-])n1CCOC(=O)c1ccc([N+](=O)[O-])cc1 | 0.0 | 1.1 | -17 | -6
Cc1cc2c(s1)c1cnn(CCc3ccccc3)c(=O)c1n2C | -0.1 | -0.1 | 11 | 11
CCCN(C)P1(=O)C=C(c2ccccc2)OC(c2ccccc2)=C1 | -0.1 | -0.4 | 7 | 7
COc1ccc(S(=O)(=O)NCC(c2cccnc2)N2CCOCC2)cc1OC (stereo not drawn) | -0.1 | -0.9 | 8 | -4
COc1cc(Nc2nc(Nc3nc4ccccc4n3C)nc3c2ncn3Cc2ccc(C(F)(F)F)cc2)cc(OC)c1OC | -0.2 | 1.4 | 8 | -1
Cc1ccnc(NS(=O)(=O)c2ccc(NC(=O)c3ccccc3Cl)cc2)n1 | 0.1 | 0.2 | 8 | 0
Cc1ccc(NC(=O)N2CCC(CN3CCOCC3)CC2)c(Cl)c1 | -0.1 | -1.6 | -8 | -26
CC(C)c1onc(C(=O)Nc2ccc(C#N)cc2)c1[N+](=O)[O-] | -0.2 | -1.1 | -4 | 3
Cc1cccc(N2CC34C=CC(O3)C(C(=O)OCc3ccccc3)C4C2=O)c1 (stereo not drawn) | 0.0 | 0.4 | 10 | -7
Cc1ccc(/C(O)=C2/C(=O)C(=O)N(Cc3cccnc3)C2c2ccc(N(C)C)cc2)cc1 (stereo not drawn) | -0.1 | -0.6 | 6 | -2
CCc1ccc(OCC(=O)NC2CCCCC2)cc1 | -0.1 | -0.7 | -7 | -17
CCOC(=O)c1ccc(NC(=O)CSc2nc(CSc3ccc(C)cc3)cc(=O)[nH]2)cc1 | 0.1 | 1.2 | -4 | 13
COc1cc(C=O)ccc1Oc1ccc([N+](=O)[O-])cc1[N+](=O)[O-] | -0.3 | -0.4 | 5 | -5
O=C(c1ccccc1F)N1CCc2c(nc(N3CCOCC3)[nH]c2=O)C1 | -0.1 | -0.6 | 1 | 9
COC(=O)c1c(N)n(-c2ccc(C)c(S(=O)(=O)N(C)C)c2)c2nc3ccccc3nc12 | 0.2 | 0.8 | 3 | 7
CCOc1ccc(-n2cc(-c3ccccc3)c3c(NC(CC)CO)ncnc32)cc1 (stereo not drawn) | -0.1 | 0.5 | 3 | 13
CCOc1ccc(NC(=O)CN2CCN(CC(=O)OC(C)C)CC2)cc1 | -0.1 | -0.5 | 3 | -13
CC(=O)NC1(c2ccc(F)cc2)CCN(CC(=O)NC2CCCC2)CC1 | 0.3 | 0.0 | 13 | 1
CCOc1ccccc1N(CC(=O)N1CCCCCC1)S(=O)(=O)c1ccc(C)cc1 | 0.2 | -0.4 | -16 | 6
CCOc1ccccc1-n1c(SCC(N)=O)nnc1-c1ccncc1 | -0.1 | 0.3 | -3 | -3
O=C(O)CC1N=C(Nc2nc3ccccc3o2)NC1=O (stereo not drawn) | 0.2 | -0.4 | -4 | -3
Cc1ccc2c(c1)N(C(=O)N1CCC(C(=O)Nc3cccc(F)c3)CC1)CCO2 | 0.2 | -0.7 | 3 | 15
CC1CCN(C2=NC(=O)/C(=C\c3ccccc3O)S2)CC1 | 0.1 | -0.3 | -4 | 11
COc1ccc(C(=O)Nn2c(SCc3cccc(Br)c3)nc3ccccc3c2=O)cc1 | -0.1 | 0.4 | 0 | 52*
O=C(NCC1(CO)CC1)c1cccc(Br)c1 | 0.0 | -1.4 | 4 | 0
COC(=O)c1c(NC(=O)c2ccc(Br)s2)sc2c1CCC2 | 0.9 | 3.5 | 12 | -7
O=C(Nc1nnc(-c2ccc(Cl)s2)o1)c1cc(=O)c2ccccc2o1 | -0.1 | 2.9 | 6 | 0
CCOC(=O)c1c(NC(=O)C(C)Sc2nnc(CNC(=O)c3cccs3)n2-c2ccccc2OC)sc2c1CCC2 (stereo not drawn) | 0.8 | -1.4 | 11 | 8
OCC1CCCCN1C(=S)NCc1ccco1 (stereo not drawn) | -0.1 | 1.7 | -8 | 2
COc1cccc(-n2cc(C(=O)NCCC(=O)Nc3ccc(C)c(F)c3)c3ccccc3c2=O)c1 | -0.1 | -0.1 | -21 | 6
CC(=O)Oc1cccc(N2C(=O)C3C4C=CC(C(OC(C)=O)OC(C)=O)(O4)C3C2=O)c1 (stereo not drawn) | 0.1 | -0.2 | 15 | -6
COc1ccc2nc(-c3ccc(NC(=O)c4c(OC)cccc4OC)cc3)cn2n1 | 0.3 | 0.5 | 8 | -15
CCC(C)NC(=O)CN1C(=O)COc2ccc(S(=O)(=O)N3CCC(C)CC3)cc21 (stereo not drawn) | 0.1 | 0.9 | 8 | 10
CC(Oc1ccc(C#N)cc1)C(=O)NC1(C#N)CCCCC1 (stereo not drawn) | 0.3 | 0.7 | 2 | 1
C=CCSc1nc2sc3c(c2c(=O)n1-c1ccc(C)cc1)CCc1ccccc1-3 | 0.4 | -1.6 | 18 | -6
Cc1nonc1N1CCN(Cc2c(C(=O)N3CCCCCCC3)nc3sccn23)CC1 | -0.1 | -0.4 | -3 | -12
O=C(CSc1nc2ccsc2c(=O)n1CC1CCC(C(=O)O)CC1)c1ccc(Cl)cc1 (stereo not drawn) | -0.2 | -0.3 | 2 | -3
C=CCOC(=O)C1=C(C)NC2=C(C(=O)CC(C)(C)C2)C1c1cccc(Cl)c1Cl (stereo not drawn) | 0.5 | 2.0 | -17 | 8
CC(=O)N1CCN(C(=O)CSc2nn(-c3ccccc3)c(=S)s2)CC1 | -0.1 | -1.9 | 0 | -6
CC1CCN(c2oc(-c3ccccc3F)nc2C#N)CC1 | -0.1 | -0.6 | 10 | -19
COC(=O)c1ccc2c(=O)n(NC(=O)C3CC3)c(=S)[nH]c2c1 | 0.1 | 2.0 | -2 | -13
COC(=O)C1(C(=O)OC)C[C@@H]2CON=C2[C@H]1c1ccccc1 | 0.6 | -2.8 | 25 | /
CC(=O)Oc1c([N+](=O)[O-])cc2c(c1Br)CCCC2 | 0.0 | -0.3 | -15 | -2
N#Cc1c(NC(=O)Cn2cc([N+](=O)[O-])cn2)sc2c1CCCC2 | -0.1 | 0.4 | 0 | 13
Cc1ccccc1NS(=O)(=O)c1nnc(NC(=O)c2ccccc2F)s1 | 0.5 | -3.7 | 10 | 6
c1ccc(-c2c3c(cc4ccccc24)C[N+]2(CCOCC2)C3)cc1 | -0.1 | 1.2 | -6 | 8
O=C(Nc1cc(C(=O)N2CCN(Cc3ccccc3)CC2)ccc1N1CC2CC(C1)c1cccc(=O)n1C2)c1ccc(F)cc1 (stereo not drawn) | -0.1 | -0.3 | -4 | -10
O=C(O)c1ccc2c(c1)[C@@H]1C=CC[C@@H]1[C@H](c1ccccn1)N2 | -1.1 | -0.6 | 35 | -2
Cn1cc(CC(=O)Nc2ccc3cn[nH]c3c2)c2ccccc21 | 0.1 | 2.5 | -5 | 3
COc1ccc(OC)c(N2C(=O)C(Cl)=C(Nc3cc(C)cc(C)c3)C2=O)c1 | 0.5 | -1.2 | 19 | 1
COc1ccc(OC)c(NC(=O)CSc2nc3nc(C)cc(C)n3n2)c1 | -0.1 | -0.1 | -1 | -8
C=CCO[C@H]1[C@H](NC(=O)C2CC2)c2ccccc2C12CCN(C(=O)c1cc(C)n(C)n1)CC2 | -0.4 | 0.1 | -26 | -5
O=C(Nc1nncs1)c1ccccc1I | -0.2 | 0.4 | 1 | -4
CC(C)N(CCNc1nc(-c2ccc(N3CCOCC3)nc2)nc2c1ncn2Cc1ccc(C(F)(F)F)cc1)C(C)C | 0.0 | -0.9 | -12 | 6

Later entries
SMILES | FBW7 act | GPR151 ag | MITF inh | TEAD-YAP inh
CCOc1ccc(/C=C2\SC(=O)N(CCN=Cc3cccc(O)c3O)C2=O)cc1OC | -0.2 | 0.0 | 5 | -9
CSCC(=O)NCC1Cc2cc(-c3nc(C)cnc3C)ccc2O1 (stereo not drawn) | 0.2 | -0.3 | 10 | 14
CN(C)CCNc1ccc(S(C)(=O)=O)cc1 | -0.1 | 0.7 | -10 | 1
Brc1cccc(-c2nc3ccccc3[nH]2)c1 | 1.9* | -3.7 | 9 | -51
O=C(NCCCc1nc2ccc(Cc3ccc4nc(CCCNC(=O)C5CCCCC5)[nH]c4c3)cc2[nH]1)C1CCCCC1 | -0.1 | 1.8 | 7 | -1
O=C(c1ccc(N2CCC(NCCn3ccc4ccccc43)CC2)cc1)N1CCOCC1 | -0.4 | -1.6 | 15 | 5
CCc1ccc(NC(=O)CN2CC(=O)N3CCCC3C2=O)cc1 (stereo not drawn) | -0.1 | 1.1 | -4 | 1
Nc1nc(NCCCN2CCCC2=O)cc(-c2ccccc2)n1 | -0.1 | 2.5 | 2 | -19
O=C(NCCCc1ccccc1)C1CCC(CNc2c(N3CCCCC3)c(=O)c2=O)CC1 (stereo not drawn) | -0.1 | -0.8 | 11 | -11
CCOC(=O)Cn1c(=O)oc2cc(S(=O)(=O)N3CCC(C)CC3)ccc21 | -0.2 | 0.8 | 4 | 4
CC1CCN(CC(O)Cn2ccc3ccccc32)CC1 (stereo not drawn) | 0.2 | -0.6 | 43 | 5
Cc1ccc(-c2csc(NC(=O)C3CC3)n2)c(C)c1 | 0.0 | 1.0 | 10 | 5
O=C(NC(Sc1ccncn1)C(=O)c1ccccc1)c1ccccc1 (stereo not drawn) | 0.0 | -1.0 | -1 | -20
O=C(C1c2ccccc2-c2ccccc21)N1CCC(c2ccncc2)CC1 | 0.0 | 0.3 | 19 | 1
COC(=O)CN(C(=S)Nc1ccccc1)C1CC(=O)N(c2ccc(OC)cc2)C1=O (stereo not drawn) | -0.1 | 0.3 | -16 | -1
O=C(Cn1c(=S)[nH]c2ccccc2c1=O)NCCCN1CCOCC1 | 0.1 | -1.6 | -11 | -6
CS(=O)(=O)c1ccc(-c2cccc3c2OC(CNC(=O)c2ccoc2)C3)cc1 (stereo not drawn) | -0.4 | -0.3 | -2 | 18
CCOC(=O)c1ccc(N=c2oc3ccc4ccccc4c3cc2C(N)=O)cc1 | 0.0 | 1.4 | 2 | 8
Cc1ccc(-c2c(C#N)c(N)nc3c2CCCC3)cc1 | 0.1 | 0.8 | 4 | -6
CC(=O)Nc1cccc(C(=O)N/N=C/c2cccnc2)c1 | -0.1 | 0.5 | 5 | -6
CCOC(=O)N1CCC(n2c(SCc3cc(=O)n4ccccc4n3)nc3ccccc3c2=O)CC1 | -0.1 | -1.2 | 1 | -4
C/C(N)=C(/C#N)C(=O)CSc1nnc(-c2ccncc2)n1-c1ccc(Cl)cc1 | 0.2 | -0.5 | 21 | 2

Gathered by group, the entries above containing an aryl methoxy group
SMILES | FBW7 act | GPR151 ag | MITF inh | TEAD-YAP inh
COc1ccc(C(=O)N2CCN(S(=O)(=O)c3ccc(C)cc3)CC2)cc1 | 0.4 | -0.8 | 12 | 8
COc1ccc(NC(=O)NC(C)c2ccc(OC)c(OC)c2)cc1OC (stereo not drawn) | -0.1 | 0.5 | 10 | 3
COc1ccc(S(=O)(=O)NCC(c2cccnc2)N2CCOCC2)cc1OC (stereo not drawn) | -0.1 | -0.9 | 8 | -4
COc1cc(Nc2nc(Nc3nc4ccccc4n3C)nc3c2ncn3Cc2ccc(C(F)(F)F)cc2)cc(OC)c1OC | -0.2 | 1.4 | 8 | -1
COc1cc(C=O)ccc1Oc1ccc([N+](=O)[O-])cc1[N+](=O)[O-] | -0.3 | -0.4 | 5 | -5
COc1ccc(C(=O)Nn2c(SCc3cccc(Br)c3)nc3ccccc3c2=O)cc1 | -0.1 | 0.4 | 0 | 52*
CCOC(=O)c1c(NC(=O)C(C)Sc2nnc(CNC(=O)c3cccs3)n2-c2ccccc2OC)sc2c1CCC2 (stereo not drawn) | 0.8 | -1.4 | 11 | 8
COc1cccc(-n2cc(C(=O)NCCC(=O)Nc3ccc(C)c(F)c3)c3ccccc3c2=O)c1 | -0.1 | -0.1 | -21 | 6
COc1ccc2nc(-c3ccc(NC(=O)c4c(OC)cccc4OC)cc3)cn2n1 | 0.3 | 0.5 | 8 | -15
COc1ccc(OC)c(N2C(=O)C(Cl)=C(Nc3cc(C)cc(C)c3)C2=O)c1 | 0.5 | -1.2 | 19 | 1
COc1ccc(OC)c(NC(=O)CSc2nc3nc(C)cc(C)n3n2)c1 | -0.1 | -0.1 | -1 | -8
CCOc1ccc(/C=C2\SC(=O)N(CCN=Cc3cccc(O)c3O)C2=O)cc1OC | -0.2 | 0.0 | 5 | -9
COC(=O)CN(C(=S)Nc1ccccc1)C1CC(=O)N(c2ccc(OC)cc2)C1=O (stereo not drawn) | -0.1 | 0.3 | -16 | -1

2 consecutive compounds already listed:
SMILES | FBW7 act | GPR151 ag | MITF inh | TEAD-YAP inh
CCOC(=O)N1CCC(n2c(SCc3cc(=O)n4ccccc4n3)nc3ccccc3c2=O)CC1 | -0.1 | -1.2 | 1 | -4
C/C(N)=C(/C#N)C(=O)CSc1nnc(-c2ccncc2)n1-c1ccc(Cl)cc1 | 0.2 | -0.5 | 21 | 2
